Screening results deposited in PubChem by several laboratories.
OXTR agonist = human OXTR agonists, primary screen, fluorescence, CHO-OTR cells, Fluo-8 calcium. Fluo-8 calcium fluorescence; normalized: DMSO 0%, oxytocin 100%. activation, % at 3 µM. 0.32% of 320,000 active;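 active = activation above the mean of all tested compounds plus 3 SD, cutoff set per screening run, cut at about 20% in these data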;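 also: peak over basal fluorescence ratio from a 100 s FLIPR kinetic read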
NS3 helicase inh = inhibitors of HCV NS3 helicase, primary screen, biochemical, Cy5 molecular beacon fluorescence. NS3 helicase DNA unwinding. inhibition, % at 10.9 µM. 0.56% of 290,000 active;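 active = inhibition above the mean of all tested compounds plus 3 SD, set per campaign, cut at about 35% in these data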;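 also: 0% = DMSO wells and 100% = thioflavine S control wells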
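System: NS3 helicase fragment of HCV / Schedule: 1 h at 25 °C / Control set: DMSO alone as 0% and 110 µM thioflavine S as 100% / Reagent: Cy5/quencher beacon DNA duplex and ATP to start / Technique: Cy5 fluorescence / Replication: singlicate / Evaluation: % inhibition of end-to-start signal ratio versus controls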
GalR3 antagonist = GalR3 antagonists in HEK293 cells, primary screen, cell-based, fluorescence readout; inhibition, % at 3 µM; AID 651719, 2012; 0.44% of 360,000 active; HEK293 GalR3-CNG cAMP membrane potential fluorescence; galR3 body fused to GalR1 C-terminus; Galanin receptor type 3 (Homo sapiens), O60755;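 active = inhibition above the screen-wide average plus 3 SD, cut at about 13% in these data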;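 also: forskolin and galanin both at EC90 stimulate the cells; cAMP rise reported by CNG channel membrane potential dye signal; 0% = forskolin plus galanin with DMSO and 100% = forskolin alone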
V1R ag counter = agonists of human V1a receptor, primary screen, counter-screen for OXTR agonist project, fluorescence, CHO-V1R cells. Vasopressin V1a receptor (Homo sapiens), P37288. Fluo-8 calcium fluorescence, agonist mode; 0% DMSO, 100% 3 nM vasopressin. activation, % at 3 µM. 0.25% of 320,000 active;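 active = activation above the mean activation of all tested compounds plus 3 SD, per screening run, cut at about 20% in these data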;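 also: signal is peak over basal fluorescence ratio across a 100 second FLIPR read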
Target sequence (P37288 whole entry, looked up): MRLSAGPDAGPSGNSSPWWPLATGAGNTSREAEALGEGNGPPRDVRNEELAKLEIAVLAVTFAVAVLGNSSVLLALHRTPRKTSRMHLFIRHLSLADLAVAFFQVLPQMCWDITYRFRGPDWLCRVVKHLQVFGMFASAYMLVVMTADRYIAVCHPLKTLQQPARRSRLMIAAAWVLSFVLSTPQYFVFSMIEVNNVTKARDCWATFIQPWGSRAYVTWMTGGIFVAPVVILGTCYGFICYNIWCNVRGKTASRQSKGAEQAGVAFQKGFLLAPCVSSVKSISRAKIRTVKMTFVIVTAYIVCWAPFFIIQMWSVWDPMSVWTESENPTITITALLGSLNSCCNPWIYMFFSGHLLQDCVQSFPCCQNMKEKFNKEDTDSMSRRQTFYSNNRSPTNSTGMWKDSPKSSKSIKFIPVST
FID counter = compounds displacing fluorescent DNA intercalator, primary screen, artefact control for HCV NS3 helicase inhibitor project, biochemical, FID fluorescence; inhibition, % at 7.9 µM; 0.17% of 290,000 active; DNA fluorescent intercalator displacement; AID 1845, 2009; in the data active = inhibition above about 37%;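 also: 0% = vehicle and 100% = reference compound; higher means more ethidium bromide displaced from hairpin DNA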
PHOSPHO1 inh = PubChem AID 1565 | recombinant PHOSPHO1, absorbance phosphatase assay | inhibition, % at 13.3 µM | 1.1% of 290,000 active | Phosphoethanolamine/phosphocholine phosphatase (Homo sapiens), Q8TCT1; in the data active = inhibition above about 60%
Target sequence (Q8TCT1 whole entry, looked up): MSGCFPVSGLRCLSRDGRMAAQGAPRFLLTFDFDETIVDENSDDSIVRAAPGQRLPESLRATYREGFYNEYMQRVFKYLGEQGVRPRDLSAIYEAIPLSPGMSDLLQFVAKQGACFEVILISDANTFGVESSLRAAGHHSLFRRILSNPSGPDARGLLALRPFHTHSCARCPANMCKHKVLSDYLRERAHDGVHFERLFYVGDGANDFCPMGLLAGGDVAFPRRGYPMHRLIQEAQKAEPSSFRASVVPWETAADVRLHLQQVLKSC
IMP-1 inhibitor = IMP-1 metallo-beta-lactamase inhibitors, primary screen, biochemical, epi-absorbance readout, Pseudomonas aeruginosa enzyme; 0.45% of 290,000 active; metallo-beta-lactamase IMP-1 (Pseudomonas aeruginosa); AID 1556, 2009; inhibition, % at 5.6 µM; purified IMP-1, nitrocefin hydrolysis, epi-absorbance fluorescence;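 active = inhibition above the mean plus 3 SD of all compounds in the same screening run, cut at about 4.5% in these data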;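 also: 0% = IMP-1 with DMSO and 100% = DMSO wells lacking enzyme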
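system = purified recombinant IMP-1 beta-lactamase | amount = 0.2 nM IMP-1, as dispensed | medium = HEPES buffer pH 7.1 with ZnSO4 and Brij 35 | times = 25 °C, 15 min preincubation, 25 min reaction | detection = plate fluorescence quenching by hydrolysis product, ex 480/em 530 nm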
VIM-2 inhibitor = VIM-2 metallo-beta-lactamase inhibitors, primary screen, biochemical, epi-absorbance readout, Pseudomonas aeruginosa enzyme | 0.89% of 290,000 active | inhibition, % at 5.6 µM | purified VIM-2, nitrocefin hydrolysis, epi-absorbance fluorescence | AID 1527, 2009;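 active = inhibition above the mean of all tested compounds plus 3 SD, cutoff set per screening run, cut at about 7.5% in these data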;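 also: red hydrolysis product quenches plate fluorescence so inhibitors raise well fluorescence; 0% = enzyme with DMSO and 100% = DMSO without enzyme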
GPR7 antag = GPR7 receptor antagonists, primary screen, cell-based, fluorescence, single concentration. 1.1% of 290,000 active. GPR7-expressing cells, fluorescence antagonist assay. AID 1861, 2009. inhibition, % at 4.4 µM; in the data active = inhibition above about 16%, passing the limit was not always enough;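 also: cells stimulated with the agonist NPW; 0% = agonist with vehicle and 100% = vehicle without agonist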
Target sequence (P48145 whole entry, looked up): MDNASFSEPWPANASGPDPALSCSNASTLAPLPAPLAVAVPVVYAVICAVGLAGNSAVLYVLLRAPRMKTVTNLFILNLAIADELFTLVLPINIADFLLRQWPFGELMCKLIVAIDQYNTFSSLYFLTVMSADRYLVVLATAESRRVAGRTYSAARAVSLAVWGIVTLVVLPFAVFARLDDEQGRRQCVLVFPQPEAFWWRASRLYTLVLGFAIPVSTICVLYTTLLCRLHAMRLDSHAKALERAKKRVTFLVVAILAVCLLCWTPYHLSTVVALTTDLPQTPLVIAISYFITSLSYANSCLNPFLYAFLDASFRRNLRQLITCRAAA
Starred values were filed as active, the others as inactive; . = no result given.

Order of results: OXTR agonist, NS3 helicase inh, GalR3 antagonist, V1R ag counter, FID counter, PHOSPHO1 inh, IMP-1 inhibitor, VIM-2 inhibitor, GPR7 antag
Cc1csc2ncnc(NC3CCN(Cc4ccccc4)CC3)c12
 : 13.3, 0.2, 95.6*, 9.2, 4.9, 29.0, -1.1, 0.0, 15.2
COc1cc(OC)c(NC(=O)C2CCN(S(=O)(=O)c3ccc4c(c3)CC(C)N4C(C)=O)CC2)cc1Cl (stereo unspecified)
 : 5.6, -11.6, 0.1, 9.5, -52.5, 3.9, -1.4, 0.5, -4.6
Cc1cc2nnc(SCC(=O)NCC(c3ccccc3)N(C)C)n2c2ccccc12 (stereo unspecified)
 : -1.2, -1.2, -0.1, 0.2, 13.1, 56.2, -2.2, 3.1, 7.3
Cc1cnc(NC(=O)Cc2ccccc2F)s1
 : 0.1, -0.2, -5.9, 0.3, -3.1, 15.1, -4.2, -2.2, -11.8
Cc1cc(C)nc(SCCc2ccncc2)n1
 : 0.1, -6.9, -6.2, 0.3, -20.6, 13.2, -2.1, -1.1, -4.7
COc1cc(C(=O)N(Cc2ccc(C)o2)C2CCS(=O)(=O)C2)cc(OC)c1OC (stereo unspecified)
 : -0.8, 5.3, -1.3, -0.6, -22.7, 34.4, -2.0, -3.5, 19.0
O=C(NCC(=O)N(Cc1ccco1)C(C(=O)NC1CCCC1)c1cccnc1)c1ccco1 (stereo unspecified)
 : -0.4, 0.6, -2.5, -0.5, -7.6, ., -4.2, -3.9, 3.3
CCCN(CC1CC1)C(=S)Nc1ccc(Oc2ccccc2)cc1
 : -1.1, -6.0, -6.3, 2.4, -4.5, 3.5, 1.3, -2.6, 0.2
CCCCCCn1c(NCC)nc2c1c(=O)n(C)c(=O)n2C
 : 5.6, -2.3, 31.6*, 6.8, -13.7, 8.6, -4.6, -1.5, 6.0
COc1ccc(CNC(=O)/C=C/c2ccc(OCCCF)cc2)cc1OC
 : 6.1, 1.7, 0.1, 6.8, -27.8, 7.2, -0.9, -0.4, 1.7
O=C(Cn1c2ccc(F)cc2c2nc3n(c(=O)c21)CCS3)NC1CCCC1
 : -0.8, 0.8, 2.8, 0.1, -10.8, -2.2, -1.2, 0.1, -7.0
CC(=O)Nc1ccc(S(=O)(=O)N2CCC(C(=O)O)CC2)cc1
 : 1.1, 2.3, -3.4, 0.3, 0.6, 56.6, -1.4, -3.2, -5.1
CCOC(=O)c1sc(=S)n(-c2ccccc2)c1SC
 : -2.3, 11.1, -0.8, -1.6, -2.0, 32.3, -1.9, -1.4, 1.2
Cc1cc(C)nc(N(C#N)Cc2ccccc2Cl)n1
 : -1.6, 3.3, 0.7, -1.1, -16.2, -15.4, -3.0, -1.2, -14.7
c1cc(-n2cnnn2)ccc1NC1=NCCC1
 : -0.3, -0.8, -3.9, 0.4, 3.2, -2.7, -4.3, -1.7, 3.7
NC(=O)CC(NC(=O)Cc1cccc2ccccc12)c1ccc(N2CCC(Cc3ccccc3)CC2)c([N+](=O)[O-])c1 (stereo unspecified)
 : -0.2, 7.1, -3.4, 0.3, -19.3, 4.0, -4.6, -0.7, -3.6
COc1ccc(NC(=O)N(CCN2CCCC2)Cc2cc3cc(OC)c(OC)cc3[nH]c2=O)cc1
 : -0.1, -2.4, -2.7, -0.1, -5.5, 21.2, -3.6, -0.1, -12.4
COc1ccc(/C(C)=N/NC(=O)Cn2nc([N+](=O)[O-])cc2C)cc1
 : 1.8, 16.1, -1.4, 1.6, -4.0, 7.4, -1.5, 0.3, 3.3
CSc1nc(-c2ccccc2F)c(C#N)c(=O)n1C
 : 6.3, 0.5, -6.4, -0.5, -5.6, 26.5, -3.2, -0.4, -7.0
Cc1ccc(S(=O)(=O)N2CCN(C)CC2)c2nsnc12
 : 0.1, 2.3, -9.3, 0.6, 6.5, 17.4, 1.5, 2.4, 1.3
Cc1c(CCO)c(=O)n(C)n1C(=O)c1ccc(Cl)cc1
 : -0.2, -3.3, -4.2, 0.2, -6.6, 37.9, -1.6, -2.1, -2.5
O=S(=O)(CCN1CCN(C(c2ccccc2)c2ccccc2)CC1)C(F)(F)F
 : -1.0, -3.5, 2.5, -0.3, 1.1, 12.7, -2.3, -2.6, 6.3
Cc1ccc(N2C(=O)c3n[nH]c(C)c3C2c2ccco2)cc1 (stereo unspecified)
 : -0.8, -0.3, -4.5, 0.7, -8.2, 51.1, -3.1, -2.0, -6.6
COc1ccccc1C(=O)Oc1ccccc1C(=O)Nc1ccccc1
 : -0.1, 4.6, -6.1, -0.4, -7.4, 28.2, -2.7, -1.7, -11.8
O=C(CC1C(=O)NCCN1Cc1cccc(C(F)(F)F)c1)NCCCOc1cccnc1 (stereo unspecified)
 : 0.1, -4.0, -3.6, 0.7, -31.2, 43.5, -3.7, -1.6, -13.2
CCNCC(O)COCC(O)CNCC (stereo unspecified)
 : 1.1, 1.5, 0.2, -0.5, 1.2, -3.3, -1.0, -1.4, -2.5
O=C(/C=C/c1cccc([N+](=O)[O-])c1)N1CCOCC1
 : 0.5, 7.9, -5.8, 0.4, -0.6, 1.4, -2.7, -0.7, 2.5
O=c1[nH]c2cc(Br)cnc2nc1/C=C(\O)c1ccc(F)cc1
 : 0.7, -9.1, -2.7, 3.3, -0.9, 11.5, -2.6, -3.5, -8.1
Nc1nonc1C(=O)NCCNCc1ccccc1
 : 1.1, 0.1, -0.7, 0.7, 0.9, 16.2, -1.2, -1.9, 2.5
CC(C)OC(=O)c1ccc(N2CCN(c3ccccc3F)CC2)nc1
 : 2.2, -8.4, -12.2, 0.8, -29.1, 41.5, 0.7, 0.4, 10.1

Molecules from the list above that have a furan ring, fused or not, in the order listed:
Order of results: OXTR agonist, NS3 helicase inh, GalR3 antagonist, V1R ag counter, FID counter, PHOSPHO1 inh, IMP-1 inhibitor, VIM-2 inhibitor, GPR7 antag
COc1cc(C(=O)N(Cc2ccc(C)o2)C2CCS(=O)(=O)C2)cc(OC)c1OC (stereo unspecified)
 : -0.8, 5.3, -1.3, -0.6, -22.7, 34.4, -2.0, -3.5, 19.0
O=C(NCC(=O)N(Cc1ccco1)C(C(=O)NC1CCCC1)c1cccnc1)c1ccco1 (stereo unspecified)
 : -0.4, 0.6, -2.5, -0.5, -7.6, ., -4.2, -3.9, 3.3
Cc1ccc(N2C(=O)c3n[nH]c(C)c3C2c2ccco2)cc1 (stereo unspecified)
 : -0.8, -0.3, -4.5, 0.7, -8.2, 51.1, -3.1, -2.0, -6.6

The listing continues:
Order of results: OXTR agonist, NS3 helicase inh, GalR3 antagonist, V1R ag counter, FID counter, PHOSPHO1 inh, IMP-1 inhibitor, VIM-2 inhibitor, GPR7 antag
O=C(N/N=C/c1ccc(O)cc1O)C(=O)N/N=C/c1ccc(O)cc1O
 : -0.9, 12.4, -2.5, 1.9, 0.7, 40.8, -2.3, 1.0, 4.8
O=C(c1cccc(Cl)c1)C1CCCN(C(=O)c2ccc3c(c2)OCO3)C1 (stereo unspecified)
 : 2.0, 3.7, -10.2, 5.2, -39.6, 36.8, -2.1, 0.0, -23.3
CC(C)Oc1cccc(C(=O)N/N=C/c2coc3ccccc3c2=O)c1
 : ., 1.9, -3.2, ., -6.9, 41.8, 5.3*, -7.3, 1.4
O=C(CSc1nc2scc(-c3ccccc3)c2c(=O)[nH]1)NC1CCCCC1
 : 0.2, 5.7, -4.8, 0.8, 0.6, -1.1, -2.8, -2.7, -9.2
CCOc1ccc(S(=O)(=O)NCC2CCCO2)cc1NC(=O)c1ccccc1F (stereo unspecified)
 : 0.2, 6.6, -5.3, 0.8, -21.7, 23.0, -4.5, 0.7, -10.0
CCCc1ccc2oc(C(=O)N3CCN(CCC(N)=O)CC3)c(C)c2c1
 : -0.6, -13.7, -2.8, 0.5, -12.3, ., -0.2, 0.6, -8.7
CCCCCCCCNC(=O)/C(C#N)=C/c1ccc(SC)cc1
 : 0.3, -1.2, 3.2, 0.2, -0.1, 8.4, -2.4, -8.1, -8.7
O=C1CN(C(=O)CC2c3ccccc3-c3ccccc32)CC(=O)N1
 : 1.3, 1.8, 4.3, 0.1, -6.5, 17.3, -5.0, 1.6, 1.4
COc1ccc(-c2nc(=S)c3ccc4ccccc4c3[nH]2)cc1
 : ., 2.9, -2.9, ., 0.3, -106.8, -1.1, -3.0, -6.8
CCOc1ccc(N(CC(=O)NC2CCCC2)C(=O)Cn2nnc(-c3ccc(C)o3)n2)cc1
 : ., -8.0, -8.2, ., -35.4, 22.5, -2.1, -2.7, 13.9
Cc1cc(C)n(-c2nc(-c3cccc(Cl)c3)cs2)n1
 : -1.5, -5.1, -0.9, 0.8, -0.5, -13.4, -3.6, -1.3, 7.4
CC(C)(C)/C=N/NC(=O)C1CC1
 : 0.7, -0.1, -4.4, 0.9, -12.6, 2.6, -2.8, -3.3, -4.8
Cc1ccc(S(=O)(=O)ON2C(=O)c3ccccc3C2=O)c(C)c1
 : 0.8, 4.0, -2.7, 0.7, -0.5, -1.4, -2.5, -0.9, -6.3
c1ccc2c(NCCCN3CCOCC3)c3ccccc3nc2c1
 : 5.6, 9.5, -4.8, 4.5, 26.9, 28.8, 0.9, 4.2, -3.5
O=C(c1ccc(NC2=NC3CS(=O)(=O)CC3S2)cc1)N1CCN(c2ccccc2)CC1 (stereo unspecified)
 : -0.2, -0.8, ., 0.3, -10.8, -8.8, -4.4, -3.7, 1.0
Cc1ccc(/C=N/NC(=O)c2cccnc2)s1
 : -0.2, 12.9, -1.0, -0.3, -7.7, -7.6, -3.6, -4.2, -13.3
Cn1cc(C(=O)c2ccc(F)cc2)cc1-c1nc2ccccc2n1C
 : 6.7, 1.7, -5.0, 5.2, -21.1, 3.5, -2.6, -2.9, -4.4
COc1ccc(-c2nc3ccccc3c(=O)n2CCOc2cccc(C)c2C)cc1
 : 0.3, -2.7, 0.2, 0.9, -6.1, 8.4, -4.0, -2.0, -5.7
CCC1C(=O)NCCN1C(=O)CCc1nnc(CCc2ccc(OC)cc2)o1 (stereo unspecified)
 : -0.9, 2.9, -2.7, 0.6, -16.1, -13.7, -3.5, -3.0, -7.6
